FH mod – Identification of activators of human fumarate hydratase by quantitative high-throughput screening. FH coupled MDH/diaphorase resazurin fluorescence, 15 min. Fumarate hydratase, mitochondrial (Homo sapiens), P07954. 0.22% of 54,000 active. AID 1347055, 2019. Potency, µM (doses to about 79.9 µM), for the others: top-dose activity change, negative = inhibition, usual class: inhibitors; note: the screen sought activators but most active calls are inhibition curves; nearly all actives have a fitted effect of over 45% in size
Target sequence (P07954 whole entry, looked up): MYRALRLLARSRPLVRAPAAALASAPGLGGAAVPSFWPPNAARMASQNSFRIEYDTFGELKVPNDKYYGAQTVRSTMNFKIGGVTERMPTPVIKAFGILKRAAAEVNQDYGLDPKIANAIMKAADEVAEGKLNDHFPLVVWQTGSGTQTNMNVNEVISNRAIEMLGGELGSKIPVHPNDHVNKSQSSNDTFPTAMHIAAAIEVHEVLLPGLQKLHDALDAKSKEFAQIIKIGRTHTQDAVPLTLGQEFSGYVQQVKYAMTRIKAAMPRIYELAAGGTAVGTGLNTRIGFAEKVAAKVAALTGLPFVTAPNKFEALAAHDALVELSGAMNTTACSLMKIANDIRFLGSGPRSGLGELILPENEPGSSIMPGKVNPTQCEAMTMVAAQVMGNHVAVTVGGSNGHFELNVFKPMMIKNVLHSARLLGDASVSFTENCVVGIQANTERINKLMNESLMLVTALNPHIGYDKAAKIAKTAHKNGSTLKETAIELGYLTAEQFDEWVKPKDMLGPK
p53null 32C tox – kills p53 null cells at the permissive temperature | H1299-neo p53 null cells, ATP luminescence, 24 h, 32C | Potency, µM (top dose mostly 46.1 µM), for the others: at the top dose activity change, negative = cytotoxicity, usual class: cytotoxic | 0.62% of 55,000 active | AID 903;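 note: 0% = DMSO only and -100% = full killing by 100 µM tamoxifen; nearly all actives have a fitted effect of over 55% in size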
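Cells lacking p53 (H1299-neo) are plated at 600 per well and allowed to settle overnight at 37C. Test compounds (up to 46 uM) are added and held 24 hours at 32C, then ATP is quantified by luminescence.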
p53null 39C kill – p53 null cell cytotoxicity, nonpermissive temperature | H1299 p53-null (neo) cells, 39C, ATPlite viability, 24 h | Potency, µM (highest dose often 46.1 µM), for inactives: at the top dose activity, negative = cell killing, usual class: cytotoxic | 0.97% of 55,000 active | AID 904;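 note: 0% = DMSO only and -100% = full killing by 100 µM tamoxifen; nearly all actives have a fitted effect of over 50% in size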
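Temperature-shift cytotoxicity format: compound titrations on p53-null or A138V-expressing H1299 cells held 24 hr at 39C, cell ATP then measured, AC50 from Hill model.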
* marks the source's active call; other numbers are inactive results; u = inconclusive; x = no result given; [ ] = dose if it differs, or a comment. Calls come from the whole dose curve; as a rule, active = well fitted curve in the direction sought with a large enough effect; inconclusive = small, poorly fitted or top-dose-only effect, or another doubt; inactive = no such curve, though single readings can be large; an effect the other way counts as inactive or inconclusive. Unless noted, % is set by controls: 0 for no effect and ±100 for the full control effect; potency is the fitted concentration of half-maximal effect. An excerpt (hit frequency here may not be typical).

SMILES | FH mod | p53null 32C tox | p53null 39C kill
CCCNC(=O)C1CCN(S(=O)(=O)c2ccc(Br)cc2)CC1 | x | -14.5% | -45.2%
COc1ccc(CCNC(=O)C2=COCCO2)cc1 | x | -5.1% | 20.9%
CCN(CC)c1ccc(/C=N/Nc2ccc(C)cc2)c(O)c1 | x | 1.7% | 4.1%
Cc1ccc(C(=O)NCCc2nnc3ccc(SCC(=O)Nc4c(C)cc(C)cc4C)nn23)cc1 | x | 3.4% | 17.6%
Cc1ccc(O)c(/C=N/NC(=O)C2=NNC(c3ccccc3)(c3ccccc3)C2)c1 | x | u | u
CCn1c(C(=O)N2CCCC(C(=O)O)C2)cc2sccc21 (stereo not given) | x | 6.9% | 6.4%
CCCn1c(CCNC(=O)c2cccs2)nc2ccccc21 | x | 6.2% | -2.4%
O=C(O)CNc1nc(-c2ccccc2)c2cc([N+](=O)[O-])ccc2n1 | x | -7.0% | 2.1%
Cc1cccc(C)c1NC(=S)N(C)CCc1ccccn1 | x | -9.0% | -5.1%
CCC(N)C12CC3CC(CC(O)(C3)C1)C2 (stereo not given) | x | -2.1% | 15.6%
COc1ccccc1N1CCN(CCCNC(=O)Nc2ccccc2)CC1 | x | 0.0% | -4.8%
c1ccc2c(N3CCOCC3)nc(N3CCOCC3)nc2c1 | x | -18.0% | -11.5%
CC1(C)Cc2c(cnn2-c2ccccc2)-c2c1c1ccccc1n2CC(O)CCl (stereo not given) | x | 27.5% | 37.3%[activator]
COc1ccc(C2=NNC(=O)CC2)cc1 | x | -2.2% | 10.8%
CCN(CC)CCOc1ccc(Br)cc1 | x | -5.7% | -5.5%
CCC1C(=O)N=C(SCC(=O)Nc2ccccc2)NC1=O (stereo not given) | x | 24.0% | -12.3%
O=C(CCc1ccncc1)NNC(=O)N1Cc2ccccc2Oc2ccc(Cl)cc21 | -22.5%[53.3 µM] | x | x
N[C@H]1CONC1=O | u | x | x
CN(C)CCC(c1ccc(Cl)cc1)c1ccccn1 (stereo not given) | -20.0%[53.3 µM] | x | x
COc1cc(OC)cc(-c2cc3cnc(N)nc3nc2NC(=O)NC(C)(C)C)c1 | -11.8%[53.3 µM] | x | x
N=c1ccn2c(n1)O[C@H]1C(O)[C@@H](CO)O[C@H]12 (stereo not given in full) | -6.2%[53.3 µM] | x | x
CC(=O)N[C@@H](Cc1c[nH]c2ccccc12)C(=O)OCc1cc(C(F)(F)F)cc(C(F)(F)F)c1 | u | x | x
Cc1ccc(S(=O)(=O)/C=C/C#N)cc1 | u | x | x
Nc1nc(Nc2ccccc2)nc2c1ncn2[C@@H]1O[C@H](CO)C(O)[C@H]1O (stereo not given in full) | -4.3%[53.3 µM] | x | x
O=C(O)/C=C/c1ccc(O)c(O)c1 | u | x | x
CCC1(O)CC2CN(CCc3c([nH]c4ccccc34)[C@@](C(=O)OC)(c3cc4c(cc3OC)N(C=O)C3[C@]45CCN4CC=C[C@@](CC)([C@@H](OC(C)=O)[C@]3(O)C(=O)OC)[C@H]45)C2)C1 (stereo not given in full) | -6.6%[53.3 µM] | x | x
N[C@@H](CC(=O)O)C(=O)O | 1.4%[53.3 µM] | x | x
S=c1[nH]c(-c2ccccc2)cn1-c1ccccc1 | -23.3%[53.3 µM] | x | x
CC(C)[C@H](NC(=O)OCc1ccccc1)C(=O)N[C@H](C=O)Cc1ccccc1 | -24.0%[53.3 µM] | x | x
CC1(C)CCC=[N+]1[O-] | -10.6%[53.3 µM] | x | x

Some of the entries above in a different format:
> Cc1ccc(C(=O)NCCc2nnc3ccc(SCC(=O)Nc4c(C)cc(C)cc4C)nn23)cc1
  FH mod: x
  p53null 32C tox: 3.4%
  p53null 39C kill: 17.6%

> Cc1ccc(O)c(/C=N/NC(=O)C2=NNC(c3ccccc3)(c3ccccc3)C2)c1
  FH mod: x
  p53null 32C tox: u
  p53null 39C kill: u

> CCn1c(C(=O)N2CCCC(C(=O)O)C2)cc2sccc21 (stereo not given)
  FH mod: x
  p53null 32C tox: 6.9%
  p53null 39C kill: 6.4%

> CCCn1c(CCNC(=O)c2cccs2)nc2ccccc21
  FH mod: x
  p53null 32C tox: 6.2%
  p53null 39C kill: -2.4%

4 structures out of the list, arranged by molecular weight, lowest first.
SMILES | FH mod | p53null 32C tox | p53null 39C kill
N[C@H]1CONC1=O | u | x | x
CC1(C)CCC=[N+]1[O-] | -10.6%[53.3 µM] | x | x
N[C@@H](CC(=O)O)C(=O)O | 1.4%[53.3 µM] | x | x
O=C(CCc1ccncc1)NNC(=O)N1Cc2ccccc2Oc2ccc(Cl)cc21 | -22.5%[53.3 µM] | x | x

Further results follow.
SMILES | FH mod | p53null 32C tox | p53null 39C kill
COc1ccc(CCn2nnnc2C2(c3ccc(C)cc3)CC2)cc1 | -22.3%[53.3 µM] | x | x
CN1C2CC(OC(=O)[C@H](CO)c3ccccc3)CC1C1OC12 (stereo not given in full) | -5.0%[53.3 µM] | x | x
CC(C)[C@@H]1CC[C@@H](C)C[C@@H]1P(=O)(c1ccccc1)c1ccccc1 | -12.3%[53.3 µM] | x | x
C=CCN1CCc2cc(O)c(O)cc2C(c2ccccc2)C1 (stereo not given) | u | x | x
N[C@@H](Cc1ccc(F)cc1)C(=O)O | 3.2%[53.3 µM] | x | x
O=C(O)c1ccccc1Nc1cccc(OCc2ccc3ccccc3n2)c1 | u | x | x
Oc1cc2c(cc1O)CN(C(=S)NCCc1ccc(Cl)cc1)CCC2 | u | x | x
O=c1onc2n1-c1cc(Br)ccc1OC2 | u | x | x
Cc1cc2c(cc1Cl)N(C(=O)Nc1ccc(Oc3cccnc3C)nc1)CC2 | u | x | x
Cc1ccc([N+](=O)[O-])cc1S(=O)(=O)N(C)C | 3.6%[53.3 µM] | x | x
COc1cc(CNC(=O)CCCCCCC(C)C)ccc1O | -18.2%[53.3 µM] | x | x
COc1ccccc1N1CCN(CCCNc2c(C)c(=O)n(C)c(=O)n2C)CC1 | -6.9%[53.3 µM] | x | x
Nc1nc2c(ncn2[C@@H]2O[C@H](CO)[C@@H](O)[C@@H]2O)c(=O)[nH]1 | -0.6%[53.3 µM] | x | x
CCC(NC(C)C)C(O)c1ccc(O)c(O)c1 (stereo not given) | -11.4%[53.3 µM] | x | x
COC(=O)c1c(C)[nH]c(C)c1C(=O)c1ccccc1Cc1ccccc1 | -10.5%[53.3 µM] | x | x
Cn1c(=O)c2[nH]c(C3CCCC3)nc2n(C)c1=O | -4.8%[53.3 µM] | x | x
N=c1c[n+](N2CCOCC2)[n-]o1 | u | x | x
S=C(S)N1CCCC1 | -26.0%[53.3 µM] | x | x
CNCCC(Oc1ccccc1C)c1ccccc1 (stereo not given) | -2.6%[53.3 µM] | x | x
COc1cccc(OC)c1OCCNCC1COc2ccccc2O1 (stereo not given) | 1.2%[53.3 µM] | x | x
O=C(CCSCc1ccco1)NNC(=O)N1Cc2ccccc2Oc2ccc(Cl)cc21 | u | x | x
COc1ccc(NC(=O)/C=C/c2ccc(Cl)cc2)cc1 | -1.0%[53.3 µM] | x | x
[Li+] | -8.4%[53.3 µM] | x | x
NC(Cc1cccc(-c2ccccc2CP(=O)(O)O)c1)C(=O)O (stereo not given) | -9.7%[53.3 µM] | x | x
C=C(C)C1CC=C(C(=O)O)CC1 (stereo not given) | -11.6%[53.3 µM] | x | x
COc1cc(OC)c(/C=C2/C(=O)Nc3ccccc32)c(OC)c1 | -22.7%[53.3 µM] | x | x
NCC1OC(OC2C(O)[C@@H](OC3C(O)C(N)CC(N)C3OC3OC(CO)C(O)C(O)C3N)O[C@@H]2CO)C(N)C(O)C1O (stereo not given in full) | -12.2%[53.3 µM] | x | x
CC[C@@H]1Cc2cc(O)ccc2C2=C1c1ccc(O)cc1C[C@H]2CC | u | x | x
COc1ccccc1N1CCN(CCCCN2C(=O)c3ccccc3C2=O)CC1 | -9.1%[53.3 µM] | x | x
N#Cc1cc2nc(O)c(O)nc2cc1[N+](=O)[O-] | -21.8%[53.3 µM] | x | x
O=C(/C=C/c1ccc(O)c(O)c1)OCCc1ccccc1 | u | x | x
O=C1CCC(c2ccc(-n3ccnc3)cc2)=NN1 | -7.1%[53.3 µM] | x | x
Clc1ccc(N2CCN(Cc3c[nH]c4ncccc34)CC2)cc1 | -10.6%[53.3 µM] | x | x
O=C1C2C=CC=CC2=NC(=S)N1CCN1CCC(=C(c2ccc(F)cc2)c2ccc(F)cc2)CC1 (stereo not given) | u | x | x
COc1cc(/C=C(\C#N)C(=O)c2ccc(O)c(O)c2)cc(I)c1O | 7.94µM* | x | x
Cc1nc(N=Nc2ccc(S(=O)(=O)O)cc2S(=O)(=O)O)c(COP(=O)(O)O)c(C=O)c1O | -7.0%[53.3 µM] | x | x
CC(=O)/C=C1\C(=O)N(C)c2ccccc21 | -5.7%[53.3 µM] | x | x
COc1cccc2c1[C@@H]1CN(CCCCn3c(=O)[nH]c4c(sc5ncc(-c6ccccc6)nc54)c3=O)C[C@@H]1CO2 | u | x | x
COc1ccccc1N1CCN(CCN(C(=O)c2ccc(F)cc2)c2ccccn2)CC1 | -9.4%[53.3 µM] | x | x
Clc1nccc2c1ccc1ccccc12 | -16.1%[53.3 µM] | x | x
CCOC(=O)C12CC1/C(=N/O)c1ccccc1O2 (stereo not given) | -1.0%[53.3 µM] | x | x
CCCCC[C@H](CC(=O)NO)C(=O)N[C@H](C(=O)N1CCC[C@H]1CO)C(C)C | -5.5%[53.3 µM] | x | x
CC1=C(C(=O)O)N2C(=O)[C@@H](NC(=O)C(N)C3=CCC=CC3)[C@H]2SC1 (stereo not given in full) | -11.2%[53.3 µM] | x | x
COc1cc2c(CCNC(C)=O)c[nH]c2cc1O | -11.3%[53.3 µM] | x | x
NCCC1CCCC(CCN)N1 (stereo not given) | -8.8%[53.3 µM] | x | x
CN(C)CCC(c1ccc(Br)cc1)c1ccccn1 (stereo not given) | -3.8%[53.3 µM] | x | x
CNCCc1cnc(CCC(c2ccccc2)c2ccccc2)[nH]1 | -27.6%[53.3 µM] | x | x
CC(=O)[C@H]1CCC2C3CC=C4C[C@@H](OS(=O)(=O)O)CC[C@]4(C)C3CC[C@@]21C (stereo not given in full) | u | x | x
CN(C)c1nc(N)c(C(=O)N=C(N)N)nc1Cl | -11.6%[53.3 µM] | x | x
NCCCS(=O)(=O)O | -3.6%[53.3 µM] | x | x
Cc1ccccc1/C=C/C1=NCCN1 | u | x | x
c1ccc2nc(C3=NCCN3)ccc2c1 | -9.6%[53.3 µM] | x | x
CC(C)c1cccc(C(C)C)c1N1C(=O)c2ccc(O)cc2C1=O | -14.5%[53.3 µM] | x | x
CO/N=C(\C(=O)N[C@@H]1C(=O)N2C(C(=O)O)=C(CSc3nc(=O)c(O)nn3C)CSC12)c1csc(N)n1 (stereo not given in full) | -5.2%[53.3 µM] | x | x
Nc1nc(Cl)nc2c1ncn2[C@@H]1O[C@H](COP(=O)(O)OP(=O)(O)OP(=O)(O)O)C(O)[C@H]1O (stereo not given in full) | -14.0%[53.3 µM] | x | x
CSc1nc(N)c2ncn([C@@H]3O[C@H](COP(=O)(O)OP(=O)(O)O)C(O)[C@H]3O)c2n1 (stereo not given in full) | -2.5%[53.3 µM] | x | x
OCC1NCC(O)C(O)C1O (stereo not given) | -18.8%[53.3 µM] | x | x
CN(C)c1ccc(/C=C2\C(=O)Nc3ccccc32)cc1 | -13.6%[53.3 µM] | x | x
Nc1ccc(-c2ccc3ccccc3n2)cc1 | u | x | x
NC(N)=NCc1cccc(I)c1 | -9.9%[53.3 µM] | x | x
CC(C)NC[C@H](O)COc1cccc2ccccc12 | -7.5%[53.3 µM] | x | x

A different layout for some results above.
OCC1NCC(O)C(O)C1O (stereo not given)
  FH mod: -18.8%[53.3 µM]	p53null 32C tox: x	p53null 39C kill: x

CNCCc1cnc(CCC(c2ccccc2)c2ccccc2)[nH]1
  FH mod: -27.6%[53.3 µM]	p53null 32C tox: x	p53null 39C kill: x

Screens from PubChem BioAssay.
